# NADH coupling: inhibitors of enzymes used to reach an NAD/NADH endpoint; coupled PK/LDH NADH assays, four targets; IC50, µM (highest dose often 10 µM), inactives show top-dose inhibition; AID 774; 65,000 compounds, 0.02% hits;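 active = single-dose screening hits from any of four coupled enzyme assays that gave an IC50 when retested across doses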;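 note: the DPM-DC format reads NADH fluorescence rather than 340 nm absorbance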
# Jurkat viability: cytotoxicity toward Jurkat cells; Jurkat E6.1 viability, ATP luminescence, 48 h; AID 463; 56,000 compounds, 1.2% hits; inhibition, % at 4 µM;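 active = inhibition above the mean inhibition of all tested compounds plus 3 SD, cut at about 28% in these data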
# TNAP act mid DEA: human TNAP activation, intermediate phosphate acceptor; purified TNAP, CDP-star luminescence, 100 mM DEA, 30 min; active compounds read high; scale: 0 levamisole-inhibited, 1 vehicle-only enzyme; activation factor at 20 µM; 64,000 tested, under 10 active; P05186; AID 813;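 active = activation factor of at least 2 at 20 µM, relative to controls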
# Target sequence (P05186 whole entry, looked up): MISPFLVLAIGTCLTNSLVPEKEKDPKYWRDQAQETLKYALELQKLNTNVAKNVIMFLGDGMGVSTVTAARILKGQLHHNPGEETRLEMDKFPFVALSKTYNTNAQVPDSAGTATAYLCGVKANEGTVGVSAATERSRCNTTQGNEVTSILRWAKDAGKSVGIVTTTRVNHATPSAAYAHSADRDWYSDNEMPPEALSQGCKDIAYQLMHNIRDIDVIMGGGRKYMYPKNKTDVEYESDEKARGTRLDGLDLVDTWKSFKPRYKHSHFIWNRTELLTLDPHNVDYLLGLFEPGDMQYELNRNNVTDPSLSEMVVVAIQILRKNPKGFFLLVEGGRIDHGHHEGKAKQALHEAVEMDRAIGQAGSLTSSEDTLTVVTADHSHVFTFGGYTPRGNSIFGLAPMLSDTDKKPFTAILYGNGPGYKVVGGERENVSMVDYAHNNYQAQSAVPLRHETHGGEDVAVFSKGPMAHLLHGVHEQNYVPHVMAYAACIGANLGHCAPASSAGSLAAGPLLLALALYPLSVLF
# M1 ag: activates the M1 muscarinic receptor; CHO-M1 cells, Fluo-4 calcium fluorescence, agonist mode; active compounds read high; B-score at 10 µM; 64,000 compounds, 3% hits; AID 626;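 active = fluorescence rise, raw or as B-score row- and column-corrected plate score, outside the 99.7% band of its plate's samples, either direction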
# HEK293 NFkB inh: inhibitors of the PMA/ionomycin-induced NF-kB reporter in HEK293 cells; HEK-293 NF-kB luciferase reporter, luminescence; inhibition, % at 3 µM; 62,000 compounds, 0.21% hits;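 active = inhibition above the mean of all tested compounds plus 3 SD, cut at about 40% in these data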;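 note: 0% = stimulated DMSO wells and 100% = 10 µM reference inhibitor 5653914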
#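 Signal: luciferase luminescence; Material: HEK-293 cells with stable firefly luciferase reporter driven by four HIV NF-kB elements; Probe or stimulus: PMA with ionomycin; Replication: tested once; Times: 1 h compound pretreatment, then 16 h stimulation at 37 °C, 5% CO2; Benchmarks: DMSO and 10 µM reference inhibitor; Evaluation: per-plate % inhibition versus controls.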
# D1 mod: allosteric modulators of human D1 dopamine receptor; P21728; HEK293 D1, CRE-luciferase, dopamine EC30 potentiation; actives deviate in either direction; B-score at 10 µM; 58,000 compounds, 5.9% hits; AID 641;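 active = luminescence count or its row- and column-corrected plate score outside the 99.7% band of the plate's sample wells, on either side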
# SF-1 act: activators of human nuclear receptor SF-1. activation, % at 10 µM. 65,000 compounds, 1.9% hits. AID 522. CHO-K1 Gal4-SF-1 LBD luciferase reporter; % increase over DMSO SF-1-specific signal;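 active = activation above the mean activation of all tested compounds plus 3 SD, cut at about 50% in these data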
# Target sequence (Q13285 whole entry, looked up, the tested form may be a part): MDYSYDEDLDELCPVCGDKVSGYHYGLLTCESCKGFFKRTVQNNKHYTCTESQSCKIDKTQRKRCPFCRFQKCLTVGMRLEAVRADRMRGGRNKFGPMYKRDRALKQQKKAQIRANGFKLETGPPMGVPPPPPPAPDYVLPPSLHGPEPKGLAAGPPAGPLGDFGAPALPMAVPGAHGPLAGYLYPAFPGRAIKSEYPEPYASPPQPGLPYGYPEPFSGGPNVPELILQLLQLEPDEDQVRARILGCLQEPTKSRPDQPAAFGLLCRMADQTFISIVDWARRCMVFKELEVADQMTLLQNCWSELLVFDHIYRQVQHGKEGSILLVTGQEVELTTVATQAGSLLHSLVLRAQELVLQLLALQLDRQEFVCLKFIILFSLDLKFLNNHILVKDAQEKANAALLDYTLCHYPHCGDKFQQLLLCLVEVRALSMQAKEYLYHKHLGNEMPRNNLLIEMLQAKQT
#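 Material: Transient Gal4-SF-1 LBD reporter, CHO-K1 | Input: 4,000 cells/well | Dosing: One dose, 10 µM compound, 1% DMSO | Incubation: 20 h compound treatment, 37 °C | Detection: SteadyLite luciferase luminescence | Evaluation: Percent activation relative to DMSO median and mock-transfected background | Benchmarks: DMSO-treated SF-1-transfected cells as negative, DMSO-treated mock-transfected cells lacking SF-1 as background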
# tolC growth inh: E. coli tolC mutant growth inhibition | E. coli BW25113 tolC mutant growth, OD615 | growth inhibition, % at 10 µM (by protocol) | 65,000 compounds, 2.2% hits | AID 573;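 active = growth inhibition at or above a cutoff equal to the mean over every tested compound plus 3 SD, cut at about 60% in these data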;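 note: growth measured after 20 h incubation at 37 °C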
#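 test system = E. coli BW25113 ΔtolC::kan bacteria | medium = LB with kanamycin 50 µg/mL | signal = OD at 615 nm | schedule = 37 °C, 20 h exposure | evaluation = % inhibition of E. coli growth | compound dosing = one dose of 10 µM final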
# M1 antag: antagonists of rat M1 muscarinic receptor; P08482; CHO-M1 cells, Fluo-4 calcium, ACh EC80 antagonist mode; active compounds read low; B-score at 10 µM; 64,000 compounds, 3.4% hits; AID 628;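 active = calcium fluorescence response, raw or row-and-column corrected B-score, differing from the plate sample mean either way at a set confidence level, mostly lower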
# The depositor's hits bear a star; / = no result given; [ ] = another dose, or the depositor's remark. No enrichment for hits; overall some 15% were active at least once.
SMILES,SF-1 act,Jurkat viability,M1 ag,D1 mod,NADH coupling,TNAP act mid DEA,HEK293 NFkB inh,tolC growth inh,M1 antag
O=C(CSc1nnc(Cc2ccccc2)n1-c1cccc(Cl)c1)N1CCOCC1,-13,7,0.0048,0.27,3%,1,11,-2,-0.11
CC(=O)Nc1ccccc1-c1nc2ccc(C(=O)N3CCN(c4ccccc4)CC3)cc2[nH]c1=O,6,4,0.34,-0.37,5%,0.9,-2,3,-0.22
COc1ccc(C2=NO[C@@H]3C(=O)N(c4cccc(C)c4C)C(=O)[C@H]23)cc1OC,-12,0,0.24,-0.44,4%,0.9,16,-9,0.91*
Cn1c(=O)cc(SCC(=O)N2CCN(C(=O)c3ccco3)CC2)c2ccccc21,7,-1,-0.034,-0.26,4%,0.9,15,3,-0.37
Cc1cc(C(=O)Nc2ccccc2C#N)n(-c2ccccc2)n1,-2,-3,0.51,1.1,5%,0.8,-8,-14,-0.46
CCCCNC(=O)CC(=O)Nc1ccccc1C(=O)O,-11,-3,-0.064,0.35,5%,0.9,10,-24,-0.021
Cc1ccc(CCNC(=O)C2CCN(S(=O)(=O)c3cccc4nonc34)CC2)cc1,11,3,-0.74,-1.1,2%,0.9,12,-1,-0.61
COc1ccc2cc(CCNC(=O)c3ccc4c(c3)OCO4)c(=O)[nH]c2c1,-10,3,-0.69,/,14%,0.8,0,11,-0.3
O=C(O)c1ncn(Cc2ccccc2)c1C(=O)O,-1,2,-0.62,-0.69,3%,0.9,9,-2,0.025
c1coc(Cn2c(SCc3nc4ccccc4[nH]3)nnc2-c2cccs2)c1,30,/,0.16,0.74,4%,1,4,19,-2.3*
CCOC(=O)CNC(=O)CSc1ncnc2c1cnn2Cc1ccccc1,-10,6,-0.13,0.026,2%,0.9,8,3,0.035
CCOc1ccc2c(c1)n(CO)c(=S)n2CO,-5,0,0.014,0.13,7%,1,15,-1,0.24
CN(C)c1ccc(-c2nnn(CC(=O)Nc3ccccc3N3CCOCC3)n2)cc1,47,5,-0.33,0.25,4%,1,23,23,0.0092
COc1cccc(C2c3c(oc4ccc(F)cc4c3=O)C(=O)N2CCCN2CCOCC2)c1 (configuration not stated),10,-1,0.49,3.8*,13%,1,-10,-5,0.076
Cc1ccccc1-c1nc(CN2CCCC(C(=O)NCc3cccnc3)C2)c(C)o1 (configuration not stated),10,-4,0.21,-1.1,6%,1,-4,-3,0.092
CC(=O)c1ncnn1CC(=O)c1ccc(Cl)cc1Cl,-13,-5,-0.38,0.28,9%,0.9,-7,15,-0.94
CC(=O)c1c(NCCc2ccccc2)cc(C)oc1=O,-8,4,0.044,0.19,0%,0.9,12,-6,0.98
O=C(NC1CCCCC1)/C(=N\O)c1ccccn1,-16,-9,-0.71,0.0039,2%,0.9,2,-19,0.36
CC(CNCc1ccc2c(c1)OCO2)NCc1ccc2c(c1)OCO2 (configuration not stated),-10,2,-0.87,-0.02,2%,1,0,0,-1.8
CCOC(=O)NC1(Nc2ccc(Cl)cn2)Oc2ccccc2O1,-2,33*,-0.44,0.15,1%,1,18,-4,0.45
O=S(=O)(c1cccc2nsnc12)N1CCCC1,9,-7,0.32,0.75,16%,0.9,22,-6,0.29
Cc1ccccc1NC(=O)CCN1CCCCCC1,17,3,-0.56,-0.85,3%,0.9,0,-16,1.1
CCCC(c1nnnn1CC(=O)OCC)N(Cc1cc2c(C)cc(C)cc2[nH]c1=O)C1CCCC1 (configuration not stated),-8,-6,0.13,0.13,9%,0.9,4,13,0.29
COc1cccc(NC(=O)CNS(=O)(=O)c2ccc3nc(C)sc3c2)c1,-21,-3,0.63,0.82,3%,0.9,6,-8,0.91

# Ordered by the number under M1 ag (low to high): some entries from above
compound | M1 ag
CC(CNCc1ccc2c(c1)OCO2)NCc1ccc2c(c1)OCO2 (configuration not stated) | -0.87
O=C(NC1CCCCC1)/C(=N\O)c1ccccn1 | -0.71
O=S(=O)(c1cccc2nsnc12)N1CCCC1 | 0.32

# Following part:
SMILES,SF-1 act,Jurkat viability,M1 ag,D1 mod,NADH coupling,TNAP act mid DEA,HEK293 NFkB inh,tolC growth inh,M1 antag
COc1cc(C)c(S(=O)(=O)N2CCCC2)cc1C,-15,-6,0.89,-0.17,5%,0.9,16,7,0.24
O=C1Nc2ccccc2C(O)(C(=O)NCc2ccco2)N1c1ccc(Cl)c(Cl)c1 (configuration not stated),-10,6,-0.51,0.032,3%,0.9,12,12,-0.27
COC(=O)C1=C(N)Oc2cc(C)n(CCc3ccccc3)c(=O)c2C1c1cccnc1 (configuration not stated),0,2,-0.49,-1.5,6%,0.9,16,4,-0.37
O=C(CSc1nc2ccccc2n1CC(=O)NCc1ccccc1)NCc1ccco1,-6,4,-1.1,-0.05,2%,1,15,5,0.41
N#CC(c1nc2ccccc2nc1N1CCCCC1)S(=O)(=O)c1ccc(Cl)cc1 (configuration not stated),-6,1,-1.2,-2.5*,12%,0.8,10,89*,0.47
Cc1cc(C)n(-c2ccc(C(=O)NC3=NCCS3)cc2)n1,33,-4,-0.46,-0.38,3%,0.9,-9,6,-1
COc1ccc(N(CC(=O)Nc2ccc3c(c2)OCCO3)S(C)(=O)=O)c(OC)c1,-6,3,-0.27,-0.8,8%,0.9,-4,-7,0.0018
CCN1CCN(CC(=O)n2c3c(c4ccccc42)CC(C)CC3)CC1 (configuration not stated),33,-6,-0.78,0.85,5%,0.9,4,18,-0.18
COc1ccc(S(=O)(=O)Cc2ccc(C(=O)N3CCN(c4ccccc4)CC3)o2)cc1,-6,8,0.0013,-0.65,3%,0.8,14,20,-0.77
O=C(CCS(=O)(=O)c1cccs1)N1CCN(c2ccc(F)cc2)CC1,30,/,-0.87,/,3%,1,13,-2,-0.27
O=C(Nc1nccs1)c1ccc(Br)o1,65*,-2,/,/,4%,1,-6,9,/
Cc1ccc(-c2nnc(-c3ccc(NC(=O)c4ccco4)cc3)o2)cc1,2,-4,-0.55,-1,13%,0.9,2,15,0.88
C=CCn1c(CCC(=O)O)ccc1-c1ccc(OC)cc1,-4,-6,-0.056,-0.45,8%,0.9,3,16,-0.25
COc1cccc(-c2csc(N3CCN(C(=O)Nc4ccccc4OC)CC3)n2)c1,-3,-6,/,/,5%,0.9,6,27,/
COc1ccc2c(c1)c1ccccc1n2C,-4,2,1.5,-0.49,6%,0.9,15,0,0.54
CCCc1cc(=O)n2[nH]c(-c3ccccc3)cc2n1,68*,-4,0.048,-1,7%,/,-44,-14,-0.57

# Entries of single compounds as entered above.
# `Cc1ccc(CCNC(=O)C2CCN(S(=O)(=O)c3cccc4nonc34)CC2)cc1` reads SF-1 act = 11; Jurkat viability = 3; M1 ag = -0.74; D1 mod = -1.1; NADH coupling = 2%; TNAP act mid DEA = 0.9; HEK293 NFkB inh = 12; tolC growth inh = -1; M1 antag = -0.61
# `Cc1cc(C)n(-c2ccc(C(=O)NC3=NCCS3)cc2)n1` reads SF-1 act = 33; Jurkat viability = -4; M1 ag = -0.46; D1 mod = -0.38; NADH coupling = 3%; TNAP act mid DEA = 0.9; HEK293 NFkB inh = -9; tolC growth inh = 6; M1 antag = -1

# (cont.)
SMILES,SF-1 act,Jurkat viability,M1 ag,D1 mod,NADH coupling,TNAP act mid DEA,HEK293 NFkB inh,tolC growth inh,M1 antag
CC1(C)Cc2c(C#N)c(NCC3CCCO3)nc(-c3ccco3)c2CO1 (configuration not stated),4,/,0.15,/,10%[fluoresces],1,/,5,-0.47
O/N=C1/CCSc2ccccc21,-10,0,-0.0015,0.63,5%,0.9,3,5,-0.12
O=C1CN(C(=O)CN2CCCC2)C(c2ccccc2)c2cc(Br)ccc2N1 (configuration not stated),8,-5,-0.25,-0.68,4%,0.9,11,-10,-2.8*
Cc1ccc(C(c2nnnn2CCC(C)C)N2CCN(C)CC2)cc1 (configuration not stated),11,4,-0.85,-0.78,2%,0.9,11,-1,-0.12
Cc1nn2c3ccccc3nc2n(Cc2ccccc2)c1=O,-9,-5,0.41,1.7,0%,0.8,1,-10,0
CC(=O)c1c(C)[nH]c(C)c1C(C)=O,-7,3,2.5,-1.2,2%,0.9,13,-16,-0.27
CC(C)NS(=O)(=O)c1ccc(NC(=O)c2cccnc2)cc1,34,1,0.34,1.4,11%,0.9,8,-6,1
COc1cc2cc(C(c3nnnn3C(C)(C)C)N3CCc4ccccc43)c(=O)[nH]c2cc1OC (configuration not stated),17,6,-0.82,0.78,6%,0.9,-1,40,-0.9
CCCCN(C)CCCNC(=O)c1ccc(N2CCCC2=O)cc1,8,-14,0.22,-0.64,4%,1,1,-14,0.13
Cc1ccc2c(c1)N(CCC(=O)NCCN1CCOCC1)C(=O)CO2,-1,-6,-1.1,-0.37,7%,1,7,-12,0.2
CCC(=O)c1ccc(OC(=O)c2ccc(Br)o2)cc1,-3,-3,-0.029,0.039,3%,0.9,10,-9,-0.036
Cc1cc(C)c2c(c1)NC(=O)C2(O)CC(=O)c1cccs1 (configuration not stated),-10,-6,-1.1,0.35,9%,0.9,9,-15,-0.059
CCCCSc1nnc(-c2ccc(NC(C)=O)cc2)n1C,5,/,0.28,/,3%,0.9,/,-11,0.23
Cc1ccc(NC(=O)CC(O)(C(F)(F)F)C(F)(F)F)c(Br)c1,-10,0,-0.39,0.026,2%,0.9,9,34,-0.29
Cc1oc(-c2ccccc2F)nc1CS(=O)(=O)CC(=O)N1CCc2ccccc21,8,-10,-0.036,0.28,4%,1,8,-5,-0.31
Cn1c(=O)n(C)c2cc(S(=O)(=O)N3CCOCC3)ccc21,4,-2,-0.19,0.78,4%,0.9,17,-9,0.81
CC(C)OCCCNc1nc2c(c(=O)n(Cc3ccccc3F)c(=O)n2C)n1C,7,2,-0.042,0.29,7%,0.9,9,28,-0.37
COc1ccccc1NC(NC(=O)c1ccco1)C(=O)c1ccccc1 (configuration not stated),-15,0,-0.044,/,17%,0.9,12,-9,-0.077
CCCS(=O)(=O)N1CCCC(C(=O)NC2CCCC(C)C2C)C1 (configuration not stated),-2,-7,-0.48,-0.096,1%,0.8,10,-11,-0.39
COc1cc2c(cc1OC)C1=C(C#N)CN(CC(=O)O)CN1CC2,-12,11,0.66,/,4%,1,17,2,0.38
CCCCCn1c(=O)[nH]c2cc(C(=O)NCCCN3CCC(C)CC3)ccc2c1=O,3,/,-0.27,-2.2,2%,0.9,16,17,-1.4
CCOC(=O)c1ccccc1NC(=O)c1ccc2c(=O)n3c(nc2c1)CCCCC3,-8,1,-0.69,2.3,2%,0.8,10,28,-0.64
Cc1ccc(C2CC(=O)NC3=C2C(=O)CCC3)cc1Br (configuration not stated),-29,14,-0.76,0.17,4%,1,11,-14,0.18
CCN(CC)CCN1C(=O)C(=O)/C(=C(/O)c2c(C)[nH]c(C(=O)OC)c2C)C1c1ccc(OC)cc1 (configuration not stated),-4,/,-0.13,0.16,3%,1,/,-7,-0.43
CCCc1[nH]nc2c1C1(CCN(C(=O)OCc3ccccc3)CC1)C(C#N)=C(N)O2,5,2,1.5,2.5*,4%,1,17,0,-0.73
